Screening data as filed in PubChem BioAssay.
PERK inhibitor – human PERK inhibition, primary cell-based screen; CHO PERK-DD fusion, SEAP luminescence translation reporter; AID 1416; actives 0.17% (n = 220,000); inhibition, % at 5.6 µM; Q9NZJ5;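 active = inhibition above the mean inhibition of all tested compounds plus 3 SD, set separately per screening campaign, cut at about 2.9% in these data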;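 note: PERK kinase domain activated by AP20187 dimerizer at 100 nM; 0% = DMSO with dimerizer and 100% = rapamycin at 8.4 µM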
TNF necrop inh – blocks TNF-alpha induced death of Jurkat FADD-/- cells. Jurkat FADD-/- TNF necroptosis rescue, ATP luminescence, 24 h; 0 = TNF only, 100 = no-TNF cells. activation (protection from cell death), % at 10 µM. actives 0.068% (n = 220,000). AID 463075;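 active = activation, meaning protection from cell death, of at least 50% relative to plate controls; inactive = activation below 50%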;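 note: necroptosis triggered by 40 ng/mL TNF-alpha added together with compound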
zVAD death inh – blocks zVAD induced death of L929 cells | L929 zVAD necroptosis rescue, ATP luminescence, 24 h; with zVAD 60 µM | viability rescue, % at 10 µM | actives 0.38% (n = 220,000) | AID 1377;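 active = activation, scaled between plate controls, above about 75%, limit read from the data; inactive = activation under that limit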;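 note: 0% = zVAD with DMSO and 100% = DMSO alone without zVAD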
Hck-Nef inh – inhibitors of human Hck kinase activated by Nef; P08631; Recombinant Hck-YEEI plus Nef, Z-Lyte FRET kinase assay; inhibition, % at 20 µM; actives 0.68% (n = 220,000);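 active = Hck-Nef kinase inhibition above about 50%, limit read from the data; inactive = inhibition below that limit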;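 note: 0% = DMSO with Hck plus Nef and 100% = Hck alone without Nef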
Target sequence (P08631 whole entry, looked up): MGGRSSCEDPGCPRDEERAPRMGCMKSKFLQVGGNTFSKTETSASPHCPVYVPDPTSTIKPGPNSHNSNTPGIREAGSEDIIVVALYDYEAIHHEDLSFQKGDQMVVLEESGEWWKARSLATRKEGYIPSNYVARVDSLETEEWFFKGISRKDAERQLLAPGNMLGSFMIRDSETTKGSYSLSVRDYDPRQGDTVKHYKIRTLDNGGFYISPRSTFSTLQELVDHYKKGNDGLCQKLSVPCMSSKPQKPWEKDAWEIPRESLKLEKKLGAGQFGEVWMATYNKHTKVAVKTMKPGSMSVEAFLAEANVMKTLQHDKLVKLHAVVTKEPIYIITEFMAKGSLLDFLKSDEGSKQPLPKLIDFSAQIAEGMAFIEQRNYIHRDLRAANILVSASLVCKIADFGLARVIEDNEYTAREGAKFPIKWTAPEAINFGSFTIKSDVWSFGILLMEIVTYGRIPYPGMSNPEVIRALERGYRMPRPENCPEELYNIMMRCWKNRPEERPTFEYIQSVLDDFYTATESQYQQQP
RBBP9 inhibitor – blocks human serine hydrolase RBBP9 | O75884 | recombinant RBBP9, FP-Rh probe fluorescence polarization | inhibition, % at 7.94 µM | actives 0.2% (n = 220,000);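 active = inhibition above the campaign mean of all tested compounds plus 3 SD, cut at about 14% in these data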;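 note: plate controls were DMSO wells with RBBP9 for no effect and wells lacking RBBP9 protein for full effect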
Target sequence (O75884 whole entry, looked up): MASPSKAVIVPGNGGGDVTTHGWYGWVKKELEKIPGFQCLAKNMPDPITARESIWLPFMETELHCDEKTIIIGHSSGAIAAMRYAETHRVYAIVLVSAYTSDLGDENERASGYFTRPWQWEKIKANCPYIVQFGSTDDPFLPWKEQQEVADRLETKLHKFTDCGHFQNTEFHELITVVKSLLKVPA
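System: RBBP9 protein / Quantity: 2.5 µM RBBP9 dispensing solution, before mixing / Also added: Serine-hydrolase probe FP-Rh, 375 nM pre-mixing / Dosing: 7.94 µM single dose, 0.794% DMSO / Timing: enzyme-compound preincubation 30 min, then probe labeling 45 min, 25 °C / Signal: FP readout at 525/598 nm / Controls: DMSO-treated enzyme wells and wells lacking RBBP9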
Runt-CBFb FRET – blocks binding of human RUNX1 Runt domain to CBFb; inhibition, % at 20 µM; actives 0.46% (n = 220,000); Cerulean-Runt/Venus-CBFb FRET ratio 530/480, 1 h;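 active = inhibition over about 50% at 20 µM in the single-dose screen, limit read from the data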;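 note: 0% = DMSO wells and 100% = excess unlabeled CBFb competitor control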
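Assay system: Cerulean-tagged RUNX1 Runt domain (FRET donor) fusion protein / Amount: 100 nM each of Venus-CBFb and Cerulean-Runt domain / Medium: Tris buffer pH 7.5 with salts and BSA / Also added: Venus-CBFb 100 nM / Schedule: 1 h complex formation plus 1 h compound treatment, room temperature / Signal: FRET fluorescence / Read-out: loss of energy transfer signal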
EP2 antag – blocks the human prostaglandin E2 receptor EP2 | P43116 | C6 glioma cells expressing human EP2, cAMP TR-FRET; cells stimulated with saturating PGE2 | inhibition, % at 25 µM | actives 0.52% (n = 260,000) | AID 1422;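 active = percent inhibition above 40 after rounding to a whole number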;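 note: rat C6 glioma host cells with rolipram phosphodiesterase inhibitor present; the protocol text gives 20 µM as final concentration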
Target sequence (P43116 whole entry, looked up): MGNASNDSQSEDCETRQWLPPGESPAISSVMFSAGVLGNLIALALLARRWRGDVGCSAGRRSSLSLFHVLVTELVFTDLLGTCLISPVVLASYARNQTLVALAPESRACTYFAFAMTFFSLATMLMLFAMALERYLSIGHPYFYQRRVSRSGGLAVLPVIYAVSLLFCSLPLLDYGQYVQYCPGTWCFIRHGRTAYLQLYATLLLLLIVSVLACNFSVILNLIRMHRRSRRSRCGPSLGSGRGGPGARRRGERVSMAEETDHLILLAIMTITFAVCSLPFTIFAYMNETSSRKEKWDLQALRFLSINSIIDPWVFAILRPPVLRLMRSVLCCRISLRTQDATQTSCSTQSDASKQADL
Runt-SMMHC FRET – inhibitors of human RUNX1 Runt domain binding to CBFb-SMMHC. inhibition, % at 20 µM. Cerulean-Runt/Venus-CBFb-SMMHC FRET ratio 530/480, 1 h. actives 0.74% (n = 220,000);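 active = mean inhibition across duplicate retests at 20 µM reaching about 50%, limit read from the data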;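 note: 0% = DMSO wells and 100% = wells with excess untagged CBFb-SMMHC; inhibitors lower the FRET ratio by blocking Runt binding to CBFb-SMMHC; some results filed as inactive read as strong as hits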
EP2 modulator – EP2 receptor (human) modulation; P43116; EP2-expressing cells, cAMP HTRF FRET, PGE2 co-stimulation; actives 0.83% (n = 260,000); induction, % at 25 µM;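 active = compounds whose cAMP rise, as percent of the full-agonist control response, exceeds 60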;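 note: rat C6 glioma line stably carrying human EP2 under a CMV promoter; the protocol text gives 20 µM as final concentration; 100% = response of wells given 1 µM PGE2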
The depositor's hits bear a star; . = no result given; & = joins results of further samples. A portion of the library; rates above refer to the full screens.

smiles,PERK inhibitor,RBBP9 inhibitor,Runt-CBFb FRET,zVAD death inh,Runt-SMMHC FRET,EP2 antag,Hck-Nef inh,TNF necrop inh,EP2 modulator
Cc1ccc(-c2nc3ccccc3s2)cc1S(=O)(=O)N1CCCC1,-0.5,0,-1,-0.3,-1,5,-2,-0.4,-13
Oc1ccc(-c2nc3ccccc3s2)c(O)c1,0.6,-10,6,3.3,8,8,163*,-1.3,-35
C=CCn1c(Cc2cccc3ccccc23)n[nH]c1=S,0.2,-3,6,0.2,6,2,5,0.7,10
O=C(C1CCC(CNS(=O)(=O)c2cccs2)CC1)N1CCCCC1 (stereo not given),-0.1,7,1,0.0,-2,26,-2,0.1,-18
O=C(CCCCCNS(=O)(=O)c1ccc(Br)cc1)NCCN1CCOCC1,0.1,-6,2,0.2,-2,4,0,0.5,14
COc1ccc(C2Nc3ccccc3C(=O)N2c2ccc(C)cc2)cc1Cn1nc(C)c([N+](=O)[O-])c1C (stereo not given),0.0,-7,-1,-0.5,0,26,1,-8.9,8
Cc1cccc(C(=O)N[C@H](C(=O)OCC(=O)NC2CCS(=O)(=O)C2)C(C)C)c1 (stereo not given in full),1.2,-8,0,-0.6,-4,11,2,1.7,35
Cc1ccc(S(=O)(=O)NCCSc2ncccn2)cc1,0.4,-7,.,1.6,.,8,19,-0.3,-15
COc1ccc(C2c3c(ncn(Cc4ccco4)c3=N)Oc3ccc4ccccc4c32)cc1 (stereo not given),-1.1,-24,1,0.1,0,9,4,-3.2,4
CSc1nc(N)nc(SCC(=O)c2ccccc2)c1C#N,-1.3,-1,-4,-0.2,10,12,-1,-5.0,-41
Cc1ccc(NC(=O)c2ccccc2NC(=O)CCC(=O)O)cc1,0.9,-10,-2,0.0,3,7,5,1.3,40
O=C(NCC1CCCO1)C1CCCN1C(=O)Nc1ccc(Cl)cc1 (stereo not given),0.9,-15,1,2.2,-7,3&5,19,0.5,-14&18
CC(C)CC(=O)Nc1cccc(-c2cn3ccsc3n2)c1,-1.1,-9,2,1.5,3,13,5,-0.3,-69
COCC(=O)NNC(=O)c1ccc(OC)cc1,1.2,-3,0,0.8,-3,6,28,0.9,6
Cc1ccc(S(=O)(=O)Nc2cc3c(C(=O)Nc4ccccc4)c(C)oc3c3ccccc23)cc1,0.0,-5,0,1.6,-9,17,1,-1.2,1
Cn1nnnc1SCC(=O)NCc1cccc(C(=O)O)c1,2.1,-1,1,0.6,0,5,5,-0.1,6
CCOC(=O)CSc1n[nH]c(-c2ccco2)n1,0.8,-5,2,1.0,2,6,-1,1.1,-3
O=c1cc(CN2CCOCC2)c2c(ccc3ccccc32)o1,0.2,-7,1,-0.6,1,1,2,2.3,-7
COc1ccccc1CCNCc1ccc(OC)c(OCc2ccccc2)c1,-1.6,-9,2,-0.4,0,8,1,-7.2,24
CCC(=O)N1CCc2cc(S(=O)(=O)NC(Cc3ccccc3)C(=O)NC3CCCCC3C)ccc21 (stereo not given),-1.4,-10,-5,1.0,-4,4,-1,1.6,37
CCCCOc1ccc(C2CC(=O)N(C)C2=O)cc1 (stereo not given),1.5,-7,-3,0.1,2,9,0,-0.6,5
C/C(=N/NS(=O)(=O)c1ccccc1)c1ccc(Cl)cc1,0.4,-4,0,-0.7,-2,5,13,0.7,16
Cc1ccc(C(=O)NNC(=O)C2CCN(S(=O)(=O)c3ccc(Cl)cc3)CC2)cc1,0.0,-6,0,-0.4,6,10,4,-0.8,1
Cc1ccc2c(C)nc(N/C(N)=N/S(=O)(=O)c3ccc([N+](=O)[O-])cc3)nc2c1,0.1,-1,-2,1.7,3,11,3,1.5,-1
COc1ccc(S(=O)(=O)N2CCOCC2)cc1NC(=O)CSc1n[nH]c(=O)n1C1CC1,0.9,8,1,2.0,1,8,5,1.7,-12
COC(=O)c1ccccc1NS(=O)(=O)c1ccc2c3c(cccc13)C(=O)N2,0.2,-9,-4,-0.5,8,.,3,-0.4,.
COc1ccc(N2CCN(C(=O)/C(C#N)=C/c3ccccc3)CC2)cc1,2.1,-4,-11,1.8,-23,4,-27,1.7,-16
CSc1nc(-c2ccc(F)cc2)cc(=O)[nH]1,1.9,-2,0,0.8,-3,7,7,1.1,24
CCOC(=O)N1CCN(CC(O)COc2ccccc2C(C)C)CC1 (stereo not given),0.1,0,-4,1.3,-10,8,3,1.0,17
O=C(COc1ccc(OCc2ccccc2)cc1)NN=C1CCCC1,-0.3,4,0,2.2,1,7,24,-1.2,-30
O=C(CSc1nnc(Cc2cc(=O)[nH]c(=O)[nH]2)n1-c1ccc(Cl)cc1)N1CCc2ccccc21,0.8,6,-4,0.8,-6,4,24,0.3,12
COc1ccc(/C=C/C(=O)NC(=S)NNC(=O)c2cnccn2)cc1,-0.8,-8,6,13,-3,4,7,-14,-7
CCCCc1ccc(/C=C2\C(=O)ON=C2c2ccccc2)s1,0.7,-6,-3,0.8,-3,5,1,0.7,56
CN(C)c1ccc(C2N3CC4(C)CN2CC(C)(C3)C4O)cc1 (stereo not given),-0.1,-6,5,0.7,-6,13,0,-0.8,7
CC(=O)NC(Cc1ccc(C)cc1)C(=O)NC1CCN(C(=O)c2ccc([N+](=O)[O-])cc2)CC1 (stereo not given),1.7,-9,2,0.3,-3,8,4,1.8,21
O=C(NC1CCCCC1)c1ccc(N2CCCC2=O)cc1,0.5,-3,0,3.1,1,13,2,1.2,6
Fc1ccc(C2CC(c3ccco3)=NN2c2ccccc2)cc1 (stereo not given),0.4,-7,0,-0.3,0,12,20,-0.8,52
Cc1ccc(C(=O)Nc2ccncc2)o1,0.4,4,1,-0.5,0,15,0,-1.9,-9
O=C(COc1ccc2ccc(=O)oc2c1)N1CCN(c2ccccc2)CC1,0.8,-9,3,0.6,10,9,4,-0.6,-36
CC(NC(=O)C(=O)NN=C1CCCC1)c1ccccc1 (stereo not given),-1.0,-8,0,2.5,3,8,13,0.2,9
N/C(=N\O)c1ccc(N2CCN(c3ncccc3C(F)(F)F)CC2)nc1,0.3,1,-2,-0.1,1,23,-3,-24,11
Cn1c(=O)c2c(nc(Sc3ncccn3)n2Cc2ccc(Cl)cc2)n(C)c1=O,0.0,-10,1,-0.2,-5,8&9,4,-2.6,29&24
COc1ccc(C(=O)n2nc(-c3ccc(OC)cc3)nc2N)cc1,0.5,-6,-4,0.8,-34,4,-2,0.8,-14
CCOC(=O)Cc1c(C)nc2c(-c3ccc(Cl)cc3)c[nH]n2c1=O,-0.2,-7,-2,-0.5,2,.,-8,-0.5,-6
O=[N+]([O-])c1cc(C(F)(F)F)ccc1NCCCN1CCOCC1,0.0,-5,-2,0.4,-1,5,19,0.0,-13
Cc1ccccc1NC(=O)c1ccc(Cl)c(NC(=O)c2cccnc2)c1,0.0,-1,-1,68,2,3,16,3.1,1
CC1=CC2=NC(=O)CC(C)(C(=O)N(CC(=O)NC(C)(C)C)Cc3cccs3)N2C=C1 (stereo not given),0.2,0,1,-0.3,-1,5&12,0,-3.3,0&30
O=C(CSc1nc2ccccc2o1)Nc1nc(-c2ccccc2)c(-c2ccccc2)s1,0.7,-7,3,1.0,3,6,2,1.9,43
COc1cccc(CSc2nc3sc(C)c(C)c3c(=O)n2Cc2ccco2)c1,0.7,-6,12,4.0,2,6,0,-0.8,19
O=C(O)CCCN=CC1=C(O)C(C(=O)c2ccccc2)CCC1=O (stereo not given),-0.1,-7,0,-0.2,1,11,7,-1.4,30

Reformatted with values under each structure: entries from further up.
Order of values – PERK inhibitor	RBBP9 inhibitor	Runt-CBFb FRET	zVAD death inh	Runt-SMMHC FRET	EP2 antag	Hck-Nef inh	TNF necrop inh	EP2 modulator
> O=C(CSc1nc2ccccc2o1)Nc1nc(-c2ccccc2)c(-c2ccccc2)s1
 : 0.7	-7	3	1.0	3	6	2	1.9	43
> COc1cccc(CSc2nc3sc(C)c(C)c3c(=O)n2Cc2ccco2)c1
 : 0.7	-6	12	4.0	2	6	0	-0.8	19

Additional records
smiles,PERK inhibitor,RBBP9 inhibitor,Runt-CBFb FRET,zVAD death inh,Runt-SMMHC FRET,EP2 antag,Hck-Nef inh,TNF necrop inh,EP2 modulator
CC(=O)C(Cc1ccccc1)NC(=O)CN1CCN(Cc2ccccc2)CC1 (stereo not given),1.6,6,-4,0.9,0,2,-24,1.6,-6
COc1ccccc1C(c1nnnn1Cc1ccccc1)N1CCN(C2CCCC2)CC1 (stereo not given),-0.7,2,-2,-0.5,0,14,15,0.6,-16
COc1ccc(NC(=O)c2ccc(-c3ccccc3)cc2)cc1S(=O)(=O)N1CCOCC1,0.9,-11,-3,11,-14,4,1,0.4,-29
CC(=O)c1ccc(Nc2ccc(-c3ccccc3F)nn2)cc1,0.3,-7,1,12,-6,4,29,-1.6,-41
C=CCOc1ccc(C2OC34CCCCC3C(C#N)(C#N)C2(C#N)C(=N)O4)cc1 (stereo not given),0.3,4,27,0.6,50*,2,1,-11,10
O=C1[C@H](CC[C@H](O)c2ccc(F)cc2)[C@@H](c2ccc(O)cc2)N1c1ccc(F)cc1,-0.1,-12,1,.,-2,9,.,.,.
COC(=O)c1ccc(/C=N/N2CCN(Cc3ccc(C)cc3C)CC2)cc1,1.1,-3,1,0.3,0,13,2,1.8,-70
COc1ccc(CCNC(=O)C(=O)NCC2CCCO2)cc1 (stereo not given),1.0,2,-2,-0.1,-3,3,6,-0.4,9
COCCCNC(=S)NNC(=O)c1ccc2c(c1)OCO2,0.8,-6,0,0.9,1,20,1,-2.9,39
CC(C)(C)n1nnnc1C(c1cccnc1)N1CCN(c2cccc(C(F)(F)F)c2)CC1 (stereo not given),-0.5,0,-8,-0.9,-3,7&15,-4,-0.4,17&32
COc1ccc(-c2nc(-c3ccc(Br)o3)no2)cc1,2.4,-10,1,0.5,-3,9,1,-1.0,21
CN1CCN(NC(=O)CN2C(=O)/C(=C/c3ccccc3Cl)SC2=S)CC1,0.8,0,0,1.6,4,12,-1,0.3,8
CCCOc1ccc(C(=O)NC(=S)NCc2cccnc2)cc1,-1.2,-5,-3,0.8,3,12,10,-1.8,14
CC(C)(C)c1[nH]nc2c1C(C1C=CCCC1)C(C#N)=C(N)O2 (stereo not given),-0.6,-2,-1,-1.2,2,6,2,-4.0,5
O=C(O)C1C2CCC(C2)C1C(=O)NCc1ccccn1 (stereo not given),-0.5,-11,0,-0.2,1,9,4,0.3,12
O=C(Nc1ccc2nsnc2c1)C1CC1,0.6,-7,2,28,-1,18,22,-2.8,17
CC1C2Cn3c(nc4ccccc43)C1N(C(C)C)O2 (stereo not given),.,.,9,0.8,-1,9,23,0.2,13
